Screens deposited in PubChem by several laboratories.
LYP inh 2: blocks human PTPN22 phosphatase activity; Q9Y2R2; recombinant LYP catalytic domain, DiFMUP fluorescence; inhibition, % at 2 µM; actives 0.21% (n = 96,000);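 active means inhibition at 2 µM at or above a set limit, the screen mean plus 3 SD, cut at about 24% in these data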;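 further: 0% = DMSO with enzyme and 100% = enzyme fully blocked by orthovanadate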
ERa SRC1 inh: ER-alpha (human) coactivator binding inhibition | actives 1.7% (n = 86,000) | P03372 | TR-FRET ER-alpha LBD / SRC-1 peptide, estradiol-bound | inhibition, % at 25.6 µM; in the data active means inhibition above about 50%;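 further: 0% = receptor plus peptide control and 100% = peptide only without receptor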
HUVEC tox TNFa: toxic to HUVEC cells under TNF alpha stimulation; HUVEC TNFalpha-stimulated, Hoechst cell count, imaging; cell count reduction, % at 2 µM; actives 0.17% (n = 93,000); AID 848;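 active means cell count reduction exceeding the screen mean by over 5 SD, scaled to untreated wells per plate, cut at about 78% in these data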;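 further: cells counted after 24 h of TNF alpha exposure following the 1 h pretreatment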
FAK inh: blocks human focal adhesion kinase activity; AID 727; Q05397; inhibition, %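 (tested at 7 µM)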; actives 0.84% (n = 97,000); biochemical FAK kinase activity assay; in the data active means inhibition above about 19%;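 further: 0% = DMSO and 100% = reference compound high control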
Target sequence (Q05397 whole entry, looked up): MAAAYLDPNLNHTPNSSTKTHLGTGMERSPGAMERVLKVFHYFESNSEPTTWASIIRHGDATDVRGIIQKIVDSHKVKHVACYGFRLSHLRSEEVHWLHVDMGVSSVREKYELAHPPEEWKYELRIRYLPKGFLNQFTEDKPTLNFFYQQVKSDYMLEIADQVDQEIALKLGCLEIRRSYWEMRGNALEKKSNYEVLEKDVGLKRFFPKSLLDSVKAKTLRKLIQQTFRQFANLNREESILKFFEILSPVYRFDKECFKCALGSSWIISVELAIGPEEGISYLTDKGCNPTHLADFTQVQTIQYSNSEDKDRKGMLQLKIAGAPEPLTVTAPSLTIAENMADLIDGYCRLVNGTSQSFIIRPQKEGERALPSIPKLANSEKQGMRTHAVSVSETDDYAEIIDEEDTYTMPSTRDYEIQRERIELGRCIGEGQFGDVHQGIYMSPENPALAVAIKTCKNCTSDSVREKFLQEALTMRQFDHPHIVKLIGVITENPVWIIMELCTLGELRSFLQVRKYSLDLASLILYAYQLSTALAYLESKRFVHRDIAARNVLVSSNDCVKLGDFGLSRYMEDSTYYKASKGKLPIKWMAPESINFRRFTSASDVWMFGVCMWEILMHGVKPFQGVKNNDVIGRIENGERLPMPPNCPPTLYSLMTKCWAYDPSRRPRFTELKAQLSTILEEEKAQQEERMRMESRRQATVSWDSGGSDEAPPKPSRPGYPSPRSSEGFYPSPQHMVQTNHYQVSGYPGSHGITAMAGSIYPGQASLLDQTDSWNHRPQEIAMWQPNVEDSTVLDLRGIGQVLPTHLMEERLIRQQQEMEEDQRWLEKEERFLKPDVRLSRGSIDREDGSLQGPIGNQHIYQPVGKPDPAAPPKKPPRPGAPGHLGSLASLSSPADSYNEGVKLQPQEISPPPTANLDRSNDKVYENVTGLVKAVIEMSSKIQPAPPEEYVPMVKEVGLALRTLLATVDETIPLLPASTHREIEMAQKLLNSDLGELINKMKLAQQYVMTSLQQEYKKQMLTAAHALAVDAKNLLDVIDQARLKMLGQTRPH
PTK2B oligo ant: blocks oligomerization of human Pyk2 in cells; Q293 cells, Pyk2 FERM NanoBiT luminescence; hits give low values; z-score (the deposit names both 25 µM and 10 µM); actives 0.83% (n = 99,000);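 active means Z-score of -3 or lower, scaled per plate to the spread of control and sample wells; inactive means z-score above -3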;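 further: negative z-score means lost luminescence so less FERM oligomerization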
HUVEC tox IL1B: HUVEC cytotoxicity counter-screen, IL-1B stimulated; HUVEC cell count loss, Hoechst imaging; cell count reduction, % at 2 µM; actives 0.41% (n = 94,000); AID 845;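 active means cell count reduction more than 3 SD above the screen-wide mean, cut at about 70% in these data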;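 further: normalized per plate to untreated control cells as the no-loss baseline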
PTPN22 act: activators of human LYP (PTPN22) phosphatase | Q9Y2R2 | actives 0.11% (n = 96,000) | activation, % at 2 µM | recombinant LYP, DiFMUP fluorescence; 0 = plate median, 100 = signal doubled;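 active means activation at 2 µM above a set limit, the mean plus 5 SD, cut at about 37% in these data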
VCAM1 TNFa inh: reduces TNF alpha induced VCAM1 expression in HUVEC | HUVEC TNFa-induced VCAM-1 immunofluorescence, high-content imaging | inhibition, % at 2 µM | actives 0.48% (n = 95,000);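 active means inhibition above the batch mean plus 3 SD, with images confirmed as a hit by eye, cut at about 37% in these data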;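 further: 0% = TNF-stimulated DMSO wells and 100% = unstimulated control wells; not every result past the cut was called active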
F-actin modifier: modifiers of cytoskeleton assembly. inhibition, % at 2 µM. actives 0.18% (n = 91,000). HUVEC TNFa F-actin phalloidin imaging, high content;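 active means inhibition above the batch mean plus 3 SD and confirmed as a hit by visual image inspection, cut at about 30% in these data, passing the limit was not always enough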; further: strong numbers were not always called active
Starred values were filed as active, the others as inactive; · = not tested or not shown; [ ] = another dose, or the depositor's remark.

SMILES	LYP inh 2	ERa SRC1 inh	HUVEC tox TNFa	FAK inh	PTK2B oligo ant	HUVEC tox IL1B	PTPN22 act	VCAM1 TNFa inh	F-actin modifier
CCC(=O)N1CCc2cc(S(=O)(=O)NCCCOC)ccc21	12	-10	-16	-3	0.36	-12	-9	2	4
Cc1cnn(CCC(=O)NNC(=S)Nc2ccc(F)cc2)c1	3	·	-18	0	0.59	·	3	18	-7
OC(Cc1nc2ccccc2[nH]1)c1ccccc1Cl (configuration not stated)	0	1	-2	3	0.75	-66	-1	-8	14
COC(=O)COc1nc(C)c(Br)c(OC)n1	2	-19	-27	0	-0.35	26	-2	3	5
CCOC(=O)CCP(=O)(O)C(O)c1ccccc1 (configuration not stated)	-16	-3	-10	0	0.01	1	13	0	6
Cc1cc(-c2n[nH]c(=S)o2)c(C)n1-c1ccccc1	6	-2	-12	-4	·	-6	-4	-1	7
O=C(c1ccco1)N1CCN(CC(O)COc2ccc3oc4ccccc4c3c2)CC1 (configuration not stated)	3	-2	-39	4	-0.37	12	-3	8	-12
Cc1ncc([N+](=O)[O-])n1CCOC(=O)NC(NCc1ccccc1)C(Cl)(Cl)Cl (configuration not stated)	-8	·	-19	1	0.26	-11	10	7	10
CCOC(=O)C1=C(O)CSC1=Nc1cccc(Cl)c1	-2	0	-16	-3	0.46	-15	1	2	-13
Cc1ccc(C(O)CN2C3=NCCCN3c3ccccc32)cc1 (configuration not stated)	7	22	0	-2	0.18	12	-7	14	18

Three of the entries above in order of their number in F-actin modifier, smallest number first:
Structure	LYP inh 2	ERa SRC1 inh	FAK inh	PTK2B oligo ant	PTPN22 act	VCAM1 TNFa inh	F-actin modifier
CCOC(=O)C1=C(O)CSC1=Nc1cccc(Cl)c1	-2	0	-3	0.46	1	2	-13
COC(=O)COc1nc(C)c(Br)c(OC)n1	2	-19	0	-0.35	-2	3	5
Cc1cc(-c2n[nH]c(=S)o2)c(C)n1-c1ccccc1	6	-2	-4	·	-4	-1	7

Continuation.
SMILES	LYP inh 2	ERa SRC1 inh	HUVEC tox TNFa	FAK inh	PTK2B oligo ant	HUVEC tox IL1B	PTPN22 act	VCAM1 TNFa inh	F-actin modifier
O=C1NCCCC2c3cc(O)c4ccccc4c3OC12N1CCCCC1 (configuration not stated)	0	43[fluorescence artefact?]	-18	17	·	-12	-2	16	8
COc1ccc2oc(=O)c(C(C)=O)cc2c1	-6	-3	-10	0	0.65	13	7	-2	3
CCOC(=O)N1CCC(NC(=O)C2CCC(Cn3c(=O)[nH]c4ccccc4c3=O)CC2)CC1 (configuration not stated)	-14	-7[fluorescence artefact?]	-13	-2	-0.09	8	10	13	4
COc1ccccc1C(=O)N1CCN(c2cccc(C(F)(F)F)c2)CC1	-2	0	-12	2	0.08	-12	1	-7	-60
O=C(Oc1oc(-c2ccco2)nc1C=Nc1ccccc1)c1ccco1	10	21	5	-3	-0.09	-69	-12	-12	-4
CCOC(=O)c1sc(NS(=O)(=O)c2ccc(C)cc2)nc1C	-14	3	5	-2	0.26	-9	18	9	-13
CO/C([O-])=N/c1c[n+](-c2ccc(Cl)cc2)no1	3	4	-8	0	0.14	·	-5	-4	30
Cc1nc2cc(S(=O)(=O)N3CCC(C(=O)O)CC3)ccc2n1C1CCCC1	1	·	-6	-2	0.37	-9	-3	27	-12
CN(C)c1ccc(C(C(=O)NC(C)(C)C)N(C(=O)c2csnn2)C2CC2)cc1 (configuration not stated)	-2	9	-3	1	1.1	-13	0	10	-38
CCOC(=O)c1cccc(NC(=O)CSc2nnc(C)n2Cc2ccccc2)c1	2	-4	-12	-5	-1.5	-5	-3	-6	-46

Among those listed so far, these have a Cl atom:
SMILES	LYP inh 2	ERa SRC1 inh	HUVEC tox TNFa	FAK inh	PTK2B oligo ant	HUVEC tox IL1B	PTPN22 act	VCAM1 TNFa inh	F-actin modifier
OC(Cc1nc2ccccc2[nH]1)c1ccccc1Cl (configuration not stated)	0	1	-2	3	0.75	-66	-1	-8	14
Cc1ncc([N+](=O)[O-])n1CCOC(=O)NC(NCc1ccccc1)C(Cl)(Cl)Cl (configuration not stated)	-8	·	-19	1	0.26	-11	10	7	10
CCOC(=O)C1=C(O)CSC1=Nc1cccc(Cl)c1	-2	0	-16	-3	0.46	-15	1	2	-13
CO/C([O-])=N/c1c[n+](-c2ccc(Cl)cc2)no1	3	4	-8	0	0.14	·	-5	-4	30

Further results follow.
SMILES	LYP inh 2	ERa SRC1 inh	HUVEC tox TNFa	FAK inh	PTK2B oligo ant	HUVEC tox IL1B	PTPN22 act	VCAM1 TNFa inh	F-actin modifier
COc1cccc(-n2nnc3c(=O)n(CC(=O)N4CCCCC4)cnc32)c1	-11	12	-6	2	0.22	-38	9	3	-22
CCN(CC)c1ccc(C2C(C(=O)OC(C)C)C(=O)CC(C)(O)C2C(=O)OC(C)C)cc1 (configuration not stated)	-6	·	4	2	-0.57	-12	8	-17	-6
c1ccc2nc3c(nc2c1)c1ccccc1n3CCN1CCOCC1	0	-4[fluorescence artefact?]	-22	1	1	12	-1	-22	18
O=C(Nc1ccc2oc(-c3ccccc3)nc2c1)c1cccs1	5	-30	·	-2	-2.1	-5	-6	-34	-5
COc1ccccc1NS(=O)(=O)c1cccc(C(=O)NN)c1	10	4	9	-3	0.31	-13	-6	-8	-13
COc1cccc(C(=O)NC2=NCCS2)c1	4	-2	5	2	0.41	-140	-5	32	7
CN1CCCN(C(=O)c2ccc(Cl)c(S(=O)(=O)N(C)c3ccccc3)c2)CC1	-2	-5	-1	2	-0.17	14	-1	2	-9
O=C1/C(=C/c2cccs2)N=C(c2cccs2)N1Nc1ccccc1	6	2	-28	1	-2.2	-8	-5	0	·
O=c1c2ccccc2nc(SCc2cn3ccsc3n2)n1-c1ccc(F)cc1	7	-7	-14	-1	-3.3*	-10	-4	18	-8
Cc1ccccc1Cn1ccc(NC(=O)c2cnn3c2NC(c2ccccc2)CC3C(F)(F)F)n1 (configuration not stated)	-9	-7	-34	0	-1.6	2	8	4	16

Structures above that bear a hit mark in PTK2B oligo ant.
Compound	LYP inh 2	ERa SRC1 inh	FAK inh	PTK2B oligo ant	PTPN22 act	VCAM1 TNFa inh	F-actin modifier
O=c1c2ccccc2nc(SCc2cn3ccsc3n2)n1-c1ccc(F)cc1	7	-7	-1	-3.3*	-4	18	-8

Following part:
SMILES	LYP inh 2	ERa SRC1 inh	HUVEC tox TNFa	FAK inh	PTK2B oligo ant	HUVEC tox IL1B	PTPN22 act	VCAM1 TNFa inh	F-actin modifier
NC(=O)c1c(N)sc2c1CCCCC2	-5	0	10	9	-0.1	21	3	12	10
CCCCOc1ccccc1Cn1c(=O)oc2ccccc21	-1	3	10	4	-0.88	-25	0	11	-17
Cc1nnsc1NC(=O)OCc1ccc(C(C)(C)C)cc1	1	·	-10	4	0.77	11	1	-3	-2
COCCCN1CN(S(=O)(=O)c2ccc(Cl)cc2)c2nc3ccccc3nc21	8	-1	-3	-6	0.88	-18	-9	0	-19
FC(F)(F)c1ccc(Oc2ccc3c(C(F)(F)F)cc(C(F)(F)F)nc3n2)cc1	-2	·	-2	1	0.38	-22	4	12	-9
O=C(O)CCC(=O)Nc1ccc2c(c1)oc1ccccc12	-17	-2[fluorescence artefact?]	-7	1	1.5	-21	12	25	9
COC(=O)c1cc2ccsc2n1Cc1nc(-c2ccc(Cl)cc2)oc1C	-2	3	-28	1	·	13	-1	-4	5
CNc1nnc(CSc2nc(C)cc(C)n2)s1	-12	·	14	-2	0.74	-70	15	10	-21
Cc1ccc(C(=O)COC(=O)CNC(=O)C(c2ccccc2)c2ccccc2)cc1[N+](=O)[O-]	11	·	0	4	0.01	-2	-7	-1	-11
CCOC(=O)c1ccc(N/C=C2/CCCC(C)C2=O)cc1 (configuration not stated)	-2	4	-11	2	0.01	-54	-1	3	4
CCOc1ccc(NC(=O)CSc2nnc(-c3ccoc3C)n2CC2CCCO2)cc1 (configuration not stated)	-3	-20	-11	0	0.03	-27	3	8	20
COc1ccc(S(=O)(=O)NCc2ccco2)cc1-c1nnc2c3ccccc3c(C)nn12	-7	-6	-2	1	-1.7	-22	10	-7	-12
O=[N+]([O-])c1ccc(N2CCOCC2)cc1NCc1ccccc1	-21	·	-11	0	-1.6	-2	23	11	22
CCOc1ccc2[nH]cc(S(=O)(=O)c3ccc(F)cc3)c(=O)c2c1	-5	-4	-21	2	·	-7	4	5	0
Cc1[nH]c(=O)[nH]c(=O)c1CSc1nnc([C@@H](NC(=O)OC(C)(C)C)C(C)C)o1	2	-8	-8	4	0.37	-6	0	-27	5
CCN1CCCC(OC(=O)Nc2ccccc2)C1 (configuration not stated)	6	-4	-13	1	0.64	-26	-7	7	20
O=C(NCCCN1CCOCC1)c1cc(-c2ccccc2)on1	-3	-1	-2	-1	0.37	6	0	12	-12
O=C(NCc1ccc2c(c1)OCO2)C1CCCN1C(=O)Nc1cccc(F)c1 (configuration not stated)	2	-4	18	0	0.27	-4	2	15	-1
CC(C)(C)N(Cc1ccccc1)C(=O)c1ccc2c(c1)OCCO2	6	4[fluorescence artefact?]	-20	4	-1.4	-13	-8	7	9
CSc1nc(-c2ccccc2)nc(N2CCCC2)c1C(C)=O	9	18[fluorescence artefact?]	-26	1	-0.98	15	-9	3	-1
CC(=O)Nc1ccc(C2=NN(CC#N)C(=O)SC2)cc1	-2	·	-4	-1	0.81	-29	4	19	-12
Cc1ccc(N=C/C(C(=O)C(F)(F)F)=C(\O)c2cccs2)cc1	-5	·	-12	3	-1.8	-6	2	1	4
COc1cnc(-c2ccccc2)nc1Oc1ccc(C(C)(C)C)cc1	-2	·	1	5	-0.75	-3	6	-7	16
Cc1[nH]c(=O)cc2ccccc12	-15	-9[fluorescence artefact?]	-14	1	0.17	-15	13	8	2
CCC(=O)Nc1ccc(S(=O)(=O)NCc2ccco2)cc1	0	12	-21	-1	0.87	5	-4	-11	·
CN1CCN(S(=O)(=O)c2ccc(N)cc2)CC1	0	10	-15	0	·	-42	-2	-4	1
COCc1cc(Sc2c(Cl)cccc2Cl)nc(-c2ccccc2)n1	11	·	-28	-1	-1.1	88*	-8	-10	-11
C=CCN1C(=O)C(CC(=O)NCC)SC1=Nc1ccc(S(N)(=O)=O)cc1 (configuration not stated)	-15	·	-3	0	-0.3	6	10	-5	1
COc1cc2cc(C(N)=O)c(N)nc2cc1OC	10	7[fluorescence artefact?]	-28	3	-0.69	-2	-8	-5	5
CCC(C)n1cnc2c(c1=O)c1nc3ccccc3nc1n2Cc1ccc(OC)cc1 (configuration not stated)	14	·	-33	-1	-0.06	-6	-10	-13	-6
CCCNC(=O)Cn1cccc1C(=O)c1ccccc1	-7	-5	-35	5	1.6	-15	6	-8	14
Cc1cccc(N(Cc2nnc3n2CCCCC3)C(=O)Nc2ccccc2)c1	-5	5	4	-4	0.68	-5	4	-12	2
CCOC(=O)Cc1csc(NC(=O)c2cccnc2)n1	-4	1	3	4	1.7	0	1	-34	-10

Some entries already given, showing only FAK inh and ERa SRC1 inh.
Compound	FAK inh	ERa SRC1 inh
COc1cc2cc(C(N)=O)c(N)nc2cc1OC	3	7[fluorescence artefact?]
CC(=O)Nc1ccc(C2=NN(CC#N)C(=O)SC2)cc1	-1	·
